Rad51 HR inh – blocks human Rad51 in homologous recombination. hRad51 DNA strand exchange, fluorescence dequenching. inhibition, % at 10 µM. 200,000 compounds, 0.085% hits. AID 1385;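 active = inhibition above 40% at the single screening dose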;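 also: 0% = DMSO control wells and 100% = blanks with heterologous ssDNA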
Target sequence (Q06609 whole entry, looked up): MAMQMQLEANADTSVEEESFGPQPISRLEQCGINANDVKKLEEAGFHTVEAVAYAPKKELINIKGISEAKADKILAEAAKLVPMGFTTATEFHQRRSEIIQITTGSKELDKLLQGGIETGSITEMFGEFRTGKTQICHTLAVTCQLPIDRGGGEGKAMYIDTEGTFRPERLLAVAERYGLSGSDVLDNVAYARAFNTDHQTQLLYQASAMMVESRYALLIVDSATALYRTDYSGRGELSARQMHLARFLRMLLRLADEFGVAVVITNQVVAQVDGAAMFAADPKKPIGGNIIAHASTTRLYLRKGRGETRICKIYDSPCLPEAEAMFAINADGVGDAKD
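material = hRad51 filaments on single-stranded DNA | timing = filaments 15 min 37 °C, then compound 30 min | signal = FRET fluorescence dequenching, excitation 485 nm, emission 520 nm | benchmarks = control wells and blank wells on each plate | evaluation = percent inhibition relative to plate controls and blanks | compound = 10 µM final, single point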
MDM2 E3 inh – blocks human Mdm2 ubiquitin ligase activity; Q00987; cell-based MDM2 ubiquitination luciferase reporter, 2 h; 0 = plate control, 100 = twice control, blank-subtracted; signal enhancement, % at 5 µM; 210,000 compounds, 0.11% hits;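 active = signal enhancement of 30% or more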;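 also: luminescence tracks abundance of the self-degrading MDM2-luciferase fusion protein; higher signal means inhibition of MDM2 E3 ligase activity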
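Test system: mammalian cells stably expressing self-ubiquitinating, self-degrading MDM2 E3–luciferase fusion; Amount: 2000 cells in each well; Medium: DMEM; Schedule: 4 h settle plus 2 h compound, 37 °C; Technique: SteadyLite luciferase luminescence after 15 min room-temperature reagent incubation; Benchmarks: plate control and blank wells.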
Calpain2 inh – calpain II (pig) inhibition | purified calpain II, fluorogenic peptide substrate, 30 min | inhibition, % at 16 µM | 220,000 compounds, 0.37% hits;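 active = inhibition above about 50%, limit read from the data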
PERK inhibitor – human PERK inhibition, primary cell-based screen. CHO PERK-DD fusion, SEAP luminescence translation reporter. inhibition, % at 5.6 µM. 220,000 compounds, 0.17% hits. AID 1416;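 active = inhibition above the mean inhibition of all tested compounds plus 3 SD, set separately per screening campaign, cut at about 2.9% in these data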;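 also: PERK kinase domain activated by AP20187 dimerizer at 100 nM; 0% = DMSO with dimerizer and 100% = rapamycin at 8.4 µM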
eIF4E-4G inh – eIF4E/eIF4G interaction inhibition in translation initiation. P63073+Q04637. TR-FRET eIF4E-eIF4GI(517-606) binding, 2 h. inhibition, % at 21.7 µM. 220,000 compounds, 0.37% hits;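 active = inhibition above about 30%, limit read from the data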;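 also: 0% = full FRET control wells and 100% = background wells lacking eIF4GI fragment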
L929 necroptosis – blocks zVAD induced death of L929 cells | L929 zVAD necroptosis rescue, ATP luminescence, 24 h; with zVAD 60 µM | viability rescue, % at 10 µM | 220,000 compounds, 0.38% hits | AID 1377;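 active = activation, scaled between plate controls, above about 75%, limit read from the data; inactive = activation under that limit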;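 also: 0% = zVAD with DMSO and 100% = DMSO alone without zVAD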
EBV gp42 block – EBV gp42 inhibition; inhibition, % (tested at 21.74 µM); 220,000 compounds, 0.42% hits; Q1HVG2; AID 1085; Fluorescence polarization binding assay, mP read-out; in the data active = inhibition above about 50%
Target sequence (Q1HVG2 whole entry, looked up): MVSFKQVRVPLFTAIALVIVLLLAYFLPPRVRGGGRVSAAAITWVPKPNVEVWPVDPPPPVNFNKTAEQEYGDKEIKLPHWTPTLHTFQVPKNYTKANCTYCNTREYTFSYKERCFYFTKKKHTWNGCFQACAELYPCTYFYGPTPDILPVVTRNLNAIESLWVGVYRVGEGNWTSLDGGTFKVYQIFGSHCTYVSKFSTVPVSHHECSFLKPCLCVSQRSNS
TNF necrop inh – TNF-alpha cell death inhibition in Jurkat FADD-/- cells. Jurkat FADD-/- TNF necroptosis rescue, ATP luminescence, 24 h; 0 = TNF only, 100 = no-TNF cells. 220,000 compounds, 0.068% hits. AID 463075. activation (protection from cell death), % at 10 µM;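 active = activation, meaning protection from cell death, of at least 50% relative to plate controls; inactive = activation below 50%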;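 also: necroptosis triggered by 40 ng/mL TNF-alpha added together with compound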
KCC2 mod – KCC2 (human) Cl- transport modulation; Q9H2X9; KCC2 cells, thallium flux FluoZin-2 fluorescence; B-score of Tl+ flux slope (higher = more flux/activation; lower = inhibition) at 10 µM; 190,000 compounds, 2.2% hits;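 active = thallium flux slope and its plate-corrected score both differing from the plate sample mean at a set confidence after two filtering rounds, in either direction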;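 also: slope of fluorescence scaled to starting intensity during 10 to 20 s after thallium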
Numbers without * were called inactive; i = inactive; . = no result given; [ ] = remark or other dose.

Every second line gives: Rad51 HR inh	MDM2 E3 inh	Calpain2 inh	PERK inhibitor	eIF4E-4G inh	L929 necroptosis	EBV gp42 block	TNF necrop inh	KCC2 mod
> Cc1ccccc1-n1c(Cn2c(=O)sc3ccccc32)nnc1SCC(=O)NCC1CCCO1 (stereo unspecified)
→ -1	-8	9	0.1	1	-0.2	-6	0.0	.
> Cc1ccc2c(c1)-c1ccccc1S(=O)(=O)N2
→ 1	.	.	1.2	.	0.2	.	0.4	-0.63
> Cc1nc2cc(NC(=O)N3CC4(C)CC3CC(C)(C)C4)ccc2n1C (stereo unspecified)
→ 5	-14	-20	-0.1	-2	0.8	-5	0.1	-1.2
> Cc1ccc(N(C(=O)Cn2nnc3ccccc32)C(C(=O)NCc2ccco2)c2cccnc2)cc1 (stereo unspecified)
→ 9	6	-9	-0.8	5[fluorescence artefact?]	-0.3	-21	-3.6	0.31
> COc1ccc(NCN2C(=O)C3C4C=CC(C4)C3C2=O)cc1 (stereo unspecified)
→ -1	-4	5	-0.1	2	-0.4	-6	-1.0	0.031
> Nc1ccn(-c2ncc(C(F)(F)F)cc2Cl)c(=O)n1
→ 2	-22	-51	1.9	-6	0.6	0	-0.3	-0.99
> CCCS(=O)(=O)N1CCCC(C(=O)NCCN2CCOCC2)C1 (stereo unspecified)
→ -1	-16	.	0.6	.	0.1	.	-2.8	0.68
> CC1(OC(=O)CCc2ccccc2)C(=O)C=C2C=C(c3ccc(C#N)cc3)N(Cc3ccccc3)C=C2C1=O (stereo unspecified)
→ 9	2	-29	.	0	-1.0	12	0.8	-0.61
> COc1ccc(S(=O)(=O)N2CCC(NC(=O)OCc3c(Cl)cccc3Cl)CC2)cc1
→ -11	22	65*	1.2	-11	1.4	3	-3.0	.
> Fc1cccc(Nc2ncnc3c2cnn3-c2ccccc2)c1
→ -3	16	-3	.	-18	1.4	-6	1.4	0.21
> Cc1ccc(CN2CCN(Cc3cnn(-c4ccc(F)cc4)c3)CC2CCO)o1 (stereo unspecified)
→ -3	2	-17	-0.7	-6	0.3	-9	0.8	0.036
> COc1cccc(C(=O)NCC(=O)N/N=C/c2cn[nH]c2-c2ccccc2)c1
→ 1	-7	33	0.7	0	2.3	-9	0.8	-0.2
> CCOc1ccc2nc(NCCNC(=O)Nc3ccccc3)c(C#N)cc2c1
→ 3	-6	-90	-0.5	-8	5.2	-1	-1.3	.
> c1ccc2[nH]c(CN3CCCCC3)nc2c1
→ 0	-11	-13	-0.4	-3	0.6	-23	3.5	0.4
> CC(C)CCNC(=O)c1onc(CSc2ccncc2)c1C(=O)NCCC(C)C
→ -5	6	19	.	-1	0.4	-6	1.4	-0.021
> O=C(c1ccccc1)c1c(O)cc(-c2ccccc2)oc1=O
→ -8	-3	-9	0.8	3	0.4	-25	0.0	0.21
> Cc1nn(C)c(C)c1CN(Cc1nc(CCC(C)C)no1)C(C)C
→ -2	-21	-21	-0.5	3	-3.1	-31	-7.9	-0.098
> CCCOc1ccc(S(=O)(=O)NNC(=O)c2cc3ccccc3o2)cc1
→ .	.	-4	0.2	4	0.3	-16	1.8	-0.84
> Cc1occc1C(=O)NCCc1cccc(Cl)c1
→ -2	-2	19	-0.2	-11	0.4	13	0.2	-0.45
> COc1ccc(Cl)cc1NC(=O)CNc1ccccc1N1CCOCC1
→ 37	-16	-37	0.7	-4	2.2	-6	1.4	0.33
> O=C(CSc1nnc(CCc2nc3ccccc3[nH]2)n1-c1ccccc1)NCc1ccccc1
→ -5	-3	40	-0.3	-2	1.2	-1	-0.4	.
> Cc1cc(C)n(-c2cc(-c3ccccc3)nc(C)n2)n1
→ 12	-22	-13	0.5	-2	0.2	-11	-1.7	0.69
> Cc1ccc(P(=O)(CSC(=N)N)c2ccc(C)cc2)cc1
→ 6	-6	14	0.1	2	1.8	-8	-4.0	0.45
> Cc1ccc(NC(=O)C2CCCN(S(=O)(=O)c3c(C)noc3C)C2)cc1F (stereo unspecified)
→ 3	-19	1	-1.0	-1	0.5	-16	-4.4	.
> CN1C(=O)/C(=C/c2ccccc2OCc2ccc(F)cc2)N(C)C1=S
→ -1	-16	-77	-0.2	-1	-0.8	2	-1.4	0.066
> COc1ccc(C(=O)c2ccc(Br)cc2)cc1
→ 6	7	-54	0.4	4	-0.3	0	-2.3	-0.34
> O=C(Nc1cccc(S(=O)(=O)N2CCOCC2)c1)[C@@H]1CCCN1S(=O)(=O)c1ccc(Cl)cc1
→ .	.	9	-0.9	-1	1.0	-32	1.2	0.26
> CCn1cc(C(=O)Nc2ccc(C)c([N+](=O)[O-])c2)cn1
→ .	-6	22	0.7	3	0.0	-15	0.9	0.51
> CC(C)=NNc1nc(-c2ccccc2)c(C)s1
→ 0	-6	-36	0.5	1	0.8	-8	1.3	2.4
> COc1ccc(OC)c(N2C(=O)CC(C(C)c3ccccc3)C2=O)c1 (stereo unspecified)
→ -2	.	-6	-0.5	0[fluorescence artefact?]	1.9	-29	0.0	-0.13

Entries of single compounds as entered above:
Nc1ccn(-c2ncc(C(F)(F)F)cc2Cl)c(=O)n1 is listed as Rad51 HR inh: 2; MDM2 E3 inh: -22; Calpain2 inh: -51; PERK inhibitor: 1.9; eIF4E-4G inh: -6; L929 necroptosis: 0.6; EBV gp42 block: 0; TNF necrop inh: -0.3; KCC2 mod: -0.99
O=C(c1ccccc1)c1c(O)cc(-c2ccccc2)oc1=O is listed as Rad51 HR inh: -8; MDM2 E3 inh: -3; Calpain2 inh: -9; PERK inhibitor: 0.8; eIF4E-4G inh: 3; L929 necroptosis: 0.4; EBV gp42 block: -25; TNF necrop inh: 0.0; KCC2 mod: 0.21

Remaining list, next part
Every second line gives: Rad51 HR inh	MDM2 E3 inh	Calpain2 inh	PERK inhibitor	eIF4E-4G inh	L929 necroptosis	EBV gp42 block	TNF necrop inh	KCC2 mod
> CC(Sc1nc2ccccc2s1)C(=O)NCc1ccc2c(c1)OCO2 (stereo unspecified)
→ -9	-10	15	0.5	-2	0.7	-3	1.3	0.52
> N#C/C(=C\c1cn(CCOc2ccccc2)c2ccccc12)C(=O)NCc1ccco1
→ -3	-3	-8	-0.7	-4	0.3	1	-6.0	.
> CC(C)c1ccc(N2CC(C)(C)C2=O)cc1
→ 17	0	-17	1.0	-5	12	-18	1.7	-0.023
> O=C(CN1CCCC1)Nc1ccc(-c2nc3cc(NC(=O)CN4CCCC4)ccc3o2)cc1
→ 9	-21	i	-0.6	-5	-0.1	-16	5.6	0.65
> CNc1nc2c3ccccc3n(C(C)=O)c2s1
→ 8	-10	24	0.4	9	-0.5	0	-2.6	0.4
> c1ccc(Cn2c(CN3CCCC3)nc3ccccc32)cc1
→ -4	-2	2	1.2	-4	-0.2	-25	-7.2	0.73
> Cc1ccc(/C=N/NC(=O)CNC(=O)COc2ccccc2)o1
→ 4	-4	15	0.7	4	-0.1	-6	2.4	1.4
> Cc1noc(C)c1CSc1nc2ccccc2n1C
→ -6	4	13	0.3	12	1.4	0	0.6	-1.5
> O=C(c1oc2ccccc2c1CSCc1ccccc1)N1CCN(c2ncccn2)CC1
→ -7	-9	32	-0.8	-8	0.9	10	-2.1	.
> CC1CN(C(=O)C(c2ccccc2)c2ccccc2)CC(C)O1 (stereo unspecified)
→ 8	-14	-24	-0.2	-5[fluorescence artefact?]	0.4	-21	0.5	.
> O=C(NC1CCCCC1)N1CCCC(c2nc(-c3ccc(S(=O)(=O)N4CCCC4)cc3)no2)C1 (stereo unspecified)
→ -7	-2	-8	0.7	-8[fluorescence artefact?]	-0.2	-6	-2.5	0.2
> CC(C)(C)NCC(=O)N/N=C/c1ccc(OCc2ccccc2)cc1
→ -9	2	-2	-0.2	0	3.4	-13	8.0	0.3
> Cc1cccc(N2C(=O)CS/C2=N\NC(=O)c2ccc(Cl)cc2)c1C
→ 6	4	-11	-0.3	0	0.3	2	-0.2	3*
> COc1ccc(OC)c(CCNC(=O)CS(=O)(=O)Cc2nc(-c3ccccc3C)oc2C)c1
→ .	3	22	-1.4	6	-0.2	15	-2.2	-2
> CCc1nc(C)cc(N)c1OCc1ccccc1
→ -3	9	22	1.3	0	0.1	-13	0.2	-0.027
> Cc1cc(C)cc(NCC(=O)Nc2c(C)cccc2C)c1
→ -31	-21	-3	0.9	5	0.2	-16	-0.9	.
> CC(/C=C/c1ccccc1)=N\NC(=S)NC(C)C
→ 10	-11	39	-0.9	-2	0.8	-13	-0.3	8*
> CCN(CC)S(=O)(=O)c1cccc(-c2n[nH]c(=S)n2/N=C/c2ccc(Br)cc2)c1
→ .	-8	-18	0.6	-4	2.3	-22	1.5	1.2
> CN(C)S(=O)(=O)c1cccc(NC(=S)N/N=C/c2cc(Br)ccc2O)c1
→ -27	-100	-63	-0.2	-5	11	-19	-19	0.092
> CC(C)CC(=O)/C(=C\c1ccc(Cl)cc1Cl)n1cncn1
→ 18	-12	6	0.8	1	-0.8	-6	-6.5	0.27
> CCN(CC(=O)Nc1ccc2c(c1)OCCO2)S(=O)(=O)c1ccc(C)cc1
→ .	1	-10	-1.0	3	1.3	-2	2.1	-1.7
> CCO[C@H]1OC(C(=O)N2CCCCCCC2)=C[C@@H](c2coc3ccccc3c2=O)[C@@H]1CCCO
→ .	.	0	1.5	-1	-0.8	-5	1.5	0.31
> O=C(c1cc(F)c(F)cc1Cl)N1CCOCC1
→ 6	-11	1	0.6	-5[fluorescence artefact?]	3.4	-11	1.3	0.47
> CC/S(=N\S(=O)(=O)c1ccc(C)cc1)c1ccccc1 (stereo unspecified)
→ -7	-8	-15	1.8	0	0.1	-14	-0.2	-0.24
> Cc1ccc(-c2cc(C(F)(F)F)n3nc(C(=O)Nc4ccon4)cc3n2)cc1C
→ .	.	-54	1.7	-5	0.8	-9	1.4	0.7
> O=C(CCc1ccccc1)Nc1nc2c(F)cc(F)cc2s1
→ 2	-11	-4	0.5	5	0.7	-7	3.3	-0.28
> Cn1c(CCN2CCOCC2)nc2cc(NC(=O)COc3ccc(Cl)cc3)ccc21
→ 1	-5	-3	-1.2	0	0.8	-18	-1.5	-0.084
> Cc1ccc(OCC(=O)O/N=C(\N)Cc2cccs2)cc1C
→ -9	.	.	0.4	.	-0.1	.	-0.2	.
> Cc1ccc(-n2c(C)cc(C(=O)CN3CCOCC3)c2C)cc1
→ -22	-8	-18	0.7	5	1.8	-9	-0.4	0.45
